TWEAK-Fn14 inh: inhibitors of TWEAK-Fn14 signaling, primary screen, luciferase reporter cells, uHTS. TWEAK-stimulated Fn14 reporter cells, luciferase luminescence, 8 h. inhibition, % at 10 µM. hit rate 2% among 360,000. AID 1159606, 2016; in the data active = inhibition above about 50%
aDG glyco up: activators of alpha-DG glycosylation, primary screen, uHTS, Pro5-aDG cells, AlphaScreen; alpha-DG glycosylation AlphaScreen (IIH6); 0% Pro5, 100% B10-LARGE cell signal; activation, % at 10 µM; hit rate 0.22% among 360,000; AID 624168, 2012;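 active = activation of at least 8% versus controls, or a plate z-score of at least 8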;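 also: Pro5 are CHO cells carrying HIG-tagged alpha-DG that lacks glycosylation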
hiPSC survival: enhancers of single-cell hiPSC survival, primary screen, ATPlite luminescence; 100% = ROCK inhibitor wells, 0% = DMSO; hit rate 0.044% among 360,000; AID 602274, 2012; survival enhancement, % at 20 µM; in the data active = survival enhancement above about 18%;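 also: cells exposed to compounds for 16 hours before the ATP read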
NR2E3 ag-1: inhibitors of NR2E3-RetCOR corepressor binding, primary screen, NR2E3 agonist project, biochemical, TR-FRET, GST-NR2E3, biotin-RetCOR; Photoreceptor-specific nuclear receptor (Homo sapiens), Q9Y5X4; 1536-well; inhibition of corepressor binding, % at 4.78 µM; hit rate 0.12% among 320,000; AID 2300, 2010;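 active = percent inhibition above the cutoff of mean plus 3 SD of all tested compounds, set per screening campaign, cut at about 20% in these data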;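 also: 0% = DMSO wells and 100% = biotin wells as full block of FRET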
Target sequence (Q9Y5X4 whole entry, looked up): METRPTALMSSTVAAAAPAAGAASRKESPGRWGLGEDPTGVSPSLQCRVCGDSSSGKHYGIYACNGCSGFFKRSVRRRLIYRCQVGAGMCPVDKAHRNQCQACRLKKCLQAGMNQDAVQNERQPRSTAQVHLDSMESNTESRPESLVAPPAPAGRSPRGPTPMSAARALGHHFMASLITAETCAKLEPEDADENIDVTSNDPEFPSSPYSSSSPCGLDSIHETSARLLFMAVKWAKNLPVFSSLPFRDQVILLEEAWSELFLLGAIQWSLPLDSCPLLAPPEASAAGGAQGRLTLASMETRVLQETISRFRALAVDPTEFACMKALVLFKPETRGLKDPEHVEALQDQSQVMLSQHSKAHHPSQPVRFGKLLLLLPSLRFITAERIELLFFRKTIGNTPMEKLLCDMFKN
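Material: NR2E3–RetCOR corepressor complex / Incubation: Compound–protein incubation for 5 h at 4 °C / Dosing: compound at 4.8 µM, single dose / Detection: time-resolved FRET / Benchmarks: high control biotin, low control 0.6% DMSO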
Peg3 prom inh: Peg3 promoter-driven luciferase inhibitors, primary screen, cell-based, HeLa, luciferase luminescence. HeLa PEG-Prom luciferase reporter, overnight. inhibition, % at 20 µM. hit rate 1.7% among 360,000. AID 588405, 2011;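 active = inhibition of at least 50% at 20 µM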
CF NFkB block: inhibitors of PAF-induced NF-kB signaling, primary screen, cell-based, GFP fluorescence, uHTS | KKLEB NF-kB-GFP reporter, GFP fluorescence overnight | inhibition, % at 5 µM | hit rate 0.86% among 360,000;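 active = at least 50% inhibition at 5 µM, scaled per plate between neutral and stimulator controls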;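 also: PAF is a Pseudomonas aeruginosa culture filtrate used as stimulus; plate controls were PAF-stimulated DMSO wells for no effect and unstimulated DMSO wells for full effect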
NR2E3 ag-2: NR2E3 agonists in two-hybrid cells, primary screen, cell-based, luminescence, CHO-S, Gal4-NCOR/VP16-NR2E3 | luciferase | inhibition of corepressor binding, % at 3.98 µM | hit rate 0.35% among 360,000 | AID 602229, 2012;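 active = inhibition above the mean of all tested compounds plus 3 SD, cut at about 70% in these data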;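 also: 0% = DMSO with NR2E3 transfected cells and 100% = cells lacking NR2E3 construct; higher means lower luciferase signal from less NR2E3 corepressor binding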
MITF TRPM1 inh: inhibitors of MITF-dependent TRPM1 promoter reporter, primary screen, cell-based, SK-MEL-5, single point, luciferase. SK-MEL-5 TRPM1 promoter luciferase, 24 h. inhibition, % at 12.5 µM. hit rate 0.83% among 330,000. AID 488899, 2010;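 active = mean inhibition across replicates of 60% or more, whatever share of single replicates reaches that level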; also: values of inactives mirror those of a sister screen read the other way
HIF-2a block: HIF-2a reporter inhibitors, primary screen, luminescence, 786-0 RCC cells; hit rate 0.72% among 360,000; 786-0 RCC cells HIF-2a reporter, luciferase luminescence, overnight; AID 624352, 2012; inhibition, % at 18.8 µM;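 active = inhibition of the luminescence signal of 40% or more relative to plate controls, in a single-dose primary screen at 18.75 µM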
KKLEB cytotox: cytotoxicity in KKLEB CF airway cells, primary screen, cytotoxicity control for CF NF-kB inhibitor project, cell-based, uHTS, fluorescence assay plates; KKLEB CF airway cells viability, ATPlite luminescence, overnight; active compounds read low; cells stimulated with P. aeruginosa culture filtrate; activity change (cytotoxicity), % at 5 µM; hit rate 0.36% among 360,000; AID 602141, 2011;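 active = corrected activity change at or below -50% at 5 µM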
Shn3 3UTR inh: reduction of Shn3 3'UTR firefly luciferase signal, primary screen, Schnurri-3 inhibitor project, cell-based, Clone20 osteoblasts, set 2 | Clone20 osteoblast Shn3 3'UTR firefly luciferase, 24 h | inhibition, % at 12.5 µM | AID 588674, 2011 | hit rate 0.52% among 360,000;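 active = mean inhibition of at least 75% with every replicate also reaching 75%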;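 also: 0% = median of neutral control wells and 100% = pilot-screen positive control compound; some compounds past the cut are filed as inactive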
* = called active by the depositor; . = not tested or not shown.

SMILES | TWEAK-Fn14 inh | aDG glyco up | hiPSC survival | NR2E3 ag-1 | Peg3 prom inh | CF NFkB block | NR2E3 ag-2 | MITF TRPM1 inh | HIF-2a block | KKLEB cytotox | Shn3 3UTR inh
CN(c1cccc(NC(=O)CN(c2ccc(F)cc2)S(C)(=O)=O)c1)S(C)(=O)=O | 2 | -0.1 | 0.5 | 2 | 4 | -8 | 12 | -11 | 12 | 12 | 8
COc1cccc(N2CC(NC(=O)c3ccc4ccccc4c3)CC2=O)c1 (centres undefined) | -19 | 0.1 | 1.2 | 5 | 26 | -20 | -3 | -1 | 14 | 14 | 25
CC(=O)Nc1cncc(-c2ccccc2CO)n1 | 4 | -0.1 | 0.3 | . | 8 | -13 | -48 | . | -3 | 7 | 4
CCCS(=O)(=O)c1nc(S(=O)(=O)c2ccc(C)cc2)c(N2CCc3ccccc3C2)s1 | 22 | -0.2 | -1.3 | 3 | 21 | 26 | -26 | 8 | 0 | -11 | 9
CCCCSc1nc2sc3c(c2c(=O)n1-c1ccc(OC)cc1)CCN(C)C3 | -44 | 0.1 | -0.4 | . | 5 | -17 | -33 | 10 | 5 | 22 | 9
COc1ccc(-n2nnc3c(SCC(=O)Nc4ccccc4F)ncnc32)cc1 | -19 | -0.1 | -0.4 | 1 | 4 | 31 | -11 | 6 | 8 | -20 | 6
CCOc1ccc(OCCC(=O)N(CCOC)c2c(N)n(Cc3ccccc3)c(=O)[nH]c2=O)cc1 | 6 | 2.3 | 0.1 | . | -7 | 2 | 12 | 7 | 18 | -22 | 55
Cc1cc(NC(=O)COC(=O)Cn2[nH]c(=O)c3ccccc3c2=O)c([N+](=O)[O-])cc1C | -21 | 0.0 | -1.6 | . | 5 | 16 | -7 | 1 | -1 | -14 | 16
CS(=O)(=O)N1CCN(c2ccc([N+](=O)[O-])c(NCCN3CCOCC3)c2)CC1 | -10 | -0.3 | -1.3 | 1 | 32 | -8 | -4 | -6 | 21 | 3 | -10
COc1ccccc1CN(C)C[C@H]1OCc2cnnn2CCCC(=O)N([C@@H](C)CO)C[C@@H]1C | 14 | 0.1 | 0.6 | . | -1 | -26 | 17 | . | 13 | 14 | 9
O=C1NC(=S)N/C1=C/c1cccc([N+](=O)[O-])c1O | 4 | -0.1 | -2.2 | 0 | 3 | -6 | -4 | -12 | -8 | -26 | -65
CC(=O)Nc1ccccc1NC(=O)c1ccc(C)c(C)c1 | -3 | -0.1 | 0.0 | -1 | 10 | -18 | -23 | -3 | 2 | 8 | 14
Cc1ccc(CNC(=O)COC(=O)C2CC2)cc1 | -8 | -0.2 | 4.3 | 3 | -34 | -2 | -1 | 0 | -3 | 20 | -17
C=CCN(CC=C)c1cnn(-c2nc3ccccc3[nH]2)c(=O)c1Cl | 39 | -0.1 | -2.8 | 0 | -180 | 9 | -140 | -60 | -206 | -9 | -57
CC(NC(=O)NCC1CCCO1)(C(F)(F)F)C(F)(F)F (centres undefined) | 7 | 0.1 | 2.5 | 5 | -1 | -37 | -3 | -5 | 11 | 11 | -4
O=C(CN1CCCCCC1)Nc1ccc(Cl)cn1 | 3 | -0.1 | -0.6 | 4 | -7 | -3 | -29 | -5 | -16 | 7 | 3
CCOc1ccc(-c2nc(=S)[nH][nH]2)cc1 | -45 | -0.1 | 0.8 | 2 | -96 | -14 | -50 | -26 | -78 | 5 | 3
CC(C)(C)OC(=O)C1C(=O)CC(C)(O)C(C(=O)OC(C)(C)C)C1c1ccco1 (centres undefined) | 0 | 0.1 | 3.6 | -1 | 13 | 8 | 15 | 6 | -1 | -4 | 23
Cc1cc(NC(=O)CSc2nnc(C(F)(F)F)n2C)no1 | 1 | 0.1 | -1.5 | . | 4 | -13 | -27 | -10 | 1 | -9 | -12
O=C(CN1C(=O)NC2(CCOc3ccccc32)C1=O)NCCc1ccccc1 (centres undefined) | 11 | 0.1 | -0.5 | . | -8 | -3 | 5 | 2 | -2 | -4 | -23

3 records drawn at random from the list so far:
SMILES | TWEAK-Fn14 inh | aDG glyco up | hiPSC survival | NR2E3 ag-1 | Peg3 prom inh | CF NFkB block | NR2E3 ag-2 | MITF TRPM1 inh | HIF-2a block | KKLEB cytotox | Shn3 3UTR inh
O=C1NC(=S)N/C1=C/c1cccc([N+](=O)[O-])c1O | 4 | -0.1 | -2.2 | 0 | 3 | -6 | -4 | -12 | -8 | -26 | -65
O=C(CN1CCCCCC1)Nc1ccc(Cl)cn1 | 3 | -0.1 | -0.6 | 4 | -7 | -3 | -29 | -5 | -16 | 7 | 3
Cc1cc(NC(=O)CSc2nnc(C(F)(F)F)n2C)no1 | 1 | 0.1 | -1.5 | . | 4 | -13 | -27 | -10 | 1 | -9 | -12

Carrying on.
SMILES | TWEAK-Fn14 inh | aDG glyco up | hiPSC survival | NR2E3 ag-1 | Peg3 prom inh | CF NFkB block | NR2E3 ag-2 | MITF TRPM1 inh | HIF-2a block | KKLEB cytotox | Shn3 3UTR inh
C=CCc1ccc(OCC(O)CN2CCN(c3ccccc3)CC2)c(OC)c1 (centres undefined) | 12 | 0.0 | -0.2 | 0 | 17 | 1 | -20 | 2 | 5 | -4 | -19
Cc1coc2cc3oc(=O)c(CCC(=O)NCCCn4ccnc4)c(C)c3cc12 | -5 | 0.2 | 2.0 | -2 | -15 | 4 | -15 | 13 | -13 | -3 | 29
Cc1c(CCOC(=O)c2ccc(Cl)cc2Cl)sc[n+]1CC(=O)c1ccccc1 | -16 | 0.2 | -2.2 | . | -84 | -14 | 0 | -17 | -12 | 10 | -6
COc1ccc(N(C)S(=O)(=O)c2cccc(C(=O)OC(C(=O)Nc3cc(C)cc(C)c3)c3ccccc3)c2)cc1 (centres undefined) | -24 | 0.2 | -2.9 | 1 | 8 | -13 | 5 | -6 | 14 | 6 | -2
CCCCNC(=O)c1c[nH]c2ccc(S(=O)(=O)Nc3ccc(OCC)cc3)cc2c1=O | 1 | -0.1 | -0.4 | 1 | 27 | 3 | -7 | 7 | 15 | 0 | -8
O=C(O)C(O)c1ccco1 (centres undefined) | 9 | -0.1 | -1.6 | . | 19 | 20 | -7 | 1 | 25 | 2 | -10
N#CC1=C(N)Oc2cc(Nc3ccccc3)ccc2C1c1ccncc1 (centres undefined) | 27 | 2.2 | 11 | 1 | 22 | 16 | 20 | -77 | -8 | -12 | 25
COC(=O)c1sc(NC(=O)c2ccc(OC)cc2OC)nc1C | 69* | 0.0 | -2.4 | -1 | 24 | 5 | -74 | 33 | -45 | -67* | 9
Cc1c(/C=N/NC(N)=O)c2ccccn2c1C(=O)c1ccc(F)cc1 | -11 | -0.2 | 0.6 | -2 | 47 | 10 | 16 | 16 | 23 | -6 | 7
CCC(=O)Nc1nnc(SCC(=O)c2ccc3c(c2)Cc2ccccc2-3)s1 | -66 | 0.0 | 0.6 | -9 | 5 | -10 | -39 | -10 | -5 | 5 | 0
COC(=O)c1cn(-c2ccccc2)nc1C(=O)OC | -4 | -0.1 | 1.5 | -4 | -17 | -2 | 3 | -7 | -9 | 4 | -8
COc1ccccc1CNC(=O)c1ccc(CS(=O)Cc2cccc(Cl)c2)o1 (centres undefined) | -4 | 0.3 | -0.5 | 1 | 22 | 10 | -34 | 3 | 8 | -8 | 11
COc1cccc(CN2CC(O)=C(c3nc(-c4ccc(Cl)cc4)cs3)C2=N)c1 | -26 | 0.1 | -5.2 | -1 | 14 | -10 | 0 | -7 | -6 | -2 | 13
CCSc1nnnn1-c1ccccc1 | -6 | 0.1 | -3.3 | 3 | -4 | -6 | -20 | -8 | 9 | 11 | -2
Brc1cccc(-c2cnco2)c1 | 8 | -0.1 | -0.7 | -3 | 13 | -21 | -25 | 12 | 17 | 14 | 26
CCc1nn(CC(=O)NCCCN2CCOCC2)c(=O)c2cc3c(OC)cccc3n12 | -8 | 0.0 | -0.5 | . | -2 | 12 | -4 | -1 | 12 | 0 | 7
O=C(NCCc1ccccc1)c1n[nH]c2ccccc12 | 21 | -0.1 | -2.1 | 1 | -263 | -4 | -128 | -62 | -289 | 7 | -63
Cc1ccc2nc(S(=O)(=O)O)[nH]c2c1 | -83 | -0.2 | 1.7 | -1 | -5 | 17 | 1 | 5 | 17 | 3 | -46
N#Cc1c(N)c(C(=O)c2ccc(Br)cc2)n2c1CCC2 | -5 | 0.2 | -1.1 | 1 | 20 | -3 | -1 | 3 | 19 | -1 | -11
COc1ccc(CCNC(=O)COC(=O)CCC(=O)c2cccs2)cc1OC | -29 | -0.2 | 1.6 | . | 4 | 2 | 14 | -11 | 8 | 0 | -16
COc1ccc(C(C#N)(CC(=O)O)c2cnccn2)cc1OC (centres undefined) | 13 | -0.1 | 27* | -1 | -5 | 10 | 20 | 1 | 6 | -14 | -8
CC1(C(=O)c2ccccc2)C2c3c(ccc4ccccc34)OC(=O)C21C(=O)N1CCOCC1 (centres undefined) | -28 | -0.1 | 0.9 | 1 | 5 | 6 | -13 | 0 | 6 | -4 | 4
COc1cccc(CN(C)C(=O)c2ccc(NS(=O)(=O)c3ccc(F)cc3)cc2)c1OC | -8 | 0.0 | -0.2 | -1 | 1 | 22 | -8 | 6 | 1 | -10 | 3
O=C(CSCc1c(Cl)cccc1Cl)NN1C(=O)c2ccccc2C1=O | -25 | 0.0 | -0.8 | 1 | 9 | 8 | -6 | 7 | 11 | 3 | 9
CCOc1ccc(C(=O)NCCC(=O)N2CCC3(CC2)NCCc2[nH]cnc23)cc1OCC | 4 | -0.1 | 0.3 | -2 | -8 | -12 | 2 | -3 | 9 | 0 | -15
O=C(Nc1ccc2nc(-c3ccco3)c(-c3ccco3)nc2c1)N1CCN(c2ccccn2)CC1 | 10 | -0.2 | 5.7 | 0 | 38 | 22 | -12 | 25 | 20 | -9 | 0
CC(C)N1CC2(CC(c3ccc(Cl)cc3Cl)=NO2)CN1C(=O)c1ccc(C(C)(C)C)cc1 (centres undefined) | 39 | 0.6 | 2.8 | . | 1 | -11 | 11 | . | -12 | -2 | 70
COc1cc2cc(CN(CCO)S(=O)(=O)c3ccccc3)c(=O)[nH]c2cc1OC | -17 | -0.2 | -2.3 | 3 | -3 | 3 | -7 | 10 | 24 | 5 | 7
COC(=O)COc1cccc(-n2cnnn2)c1 | 10 | 0.0 | -0.8 | -2 | 11 | -5 | -5 | -4 | 8 | 6 | -9
C=CCN1CCN(C(CC(C)C)c2nnnn2CCOC)CC1 (centres undefined) | 6 | -0.1 | 8.1 | 4 | 2 | 9 | 0 | 2 | 13 | -3 | 2
CCOC(=O)c1cc(NC(=O)C2C3CCC(O3)C2C(=O)O)cc(C(=O)OCC)c1 (centres undefined) | 1 | 0.0 | -2.5 | 3 | -8 | -5 | -5 | 8 | 1 | 0 | -17
